# From PubChem
# ALOX15B inhib = inhibitors of human 15-lipoxygenase 2 (ALOX15B); purified 15hLO-2, xylenol orange hydroperoxide absorbance; 110,000 compounds, 0.56% hits; Potency, µM (top dose mostly 57.1 µM), inactives show top-dose activity change, negative = inhibition, hits mostly inhibitors; O15296; further: potency means the concentration at half of the fitted maximal effect; nearly all actives have a fitted effect of over 60% in size; many of its hits are not listed in these tables
#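 Enzyme 50 nM, AA 45 uM, 25 mM Hepes pH 7.5 + 0.01% Triton X-100; cpd preinc 15 min RT, rxn 90 min RT; stop/detect with 200 uM XO + 300 uM Fe(II) in 50 mM H2SO4, 30 min; A573/A405.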
# ALOX12 inhib = blocks human 12-lipoxygenase activity. purified 12-hLO, xylenol orange hydroperoxide absorbance. 150,000 compounds, 0.12% hits. Potency, µM (titrated, usually from 57.1 µM), for inactives: at the top dose activity change, negative = inhibition, most hits filed as inhibitors; further: potency means the concentration at half of the fitted maximal effect; nearly all actives have a fitted effect of over 55% in size; many of its hits are not listed in these tables
# Target sequence (P18054 whole entry, looked up): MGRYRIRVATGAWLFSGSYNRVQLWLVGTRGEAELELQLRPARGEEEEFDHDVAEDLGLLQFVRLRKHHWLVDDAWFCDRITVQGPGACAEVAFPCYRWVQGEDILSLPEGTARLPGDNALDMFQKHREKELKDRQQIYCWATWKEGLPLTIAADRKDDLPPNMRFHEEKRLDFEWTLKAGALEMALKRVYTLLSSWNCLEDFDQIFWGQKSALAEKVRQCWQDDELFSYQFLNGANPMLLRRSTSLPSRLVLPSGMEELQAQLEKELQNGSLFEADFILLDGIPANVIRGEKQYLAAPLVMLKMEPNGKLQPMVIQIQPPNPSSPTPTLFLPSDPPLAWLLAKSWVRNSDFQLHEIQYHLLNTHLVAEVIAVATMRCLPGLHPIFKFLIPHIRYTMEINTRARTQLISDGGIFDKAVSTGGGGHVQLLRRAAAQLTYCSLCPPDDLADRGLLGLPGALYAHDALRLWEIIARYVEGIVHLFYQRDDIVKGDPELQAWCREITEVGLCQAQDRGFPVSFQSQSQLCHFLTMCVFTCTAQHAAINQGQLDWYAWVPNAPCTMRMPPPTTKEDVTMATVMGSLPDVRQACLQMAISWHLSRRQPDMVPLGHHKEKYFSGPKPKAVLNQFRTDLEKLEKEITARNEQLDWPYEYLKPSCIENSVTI
#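 150 nM 12hLO, 25 mM Hepes pH 7.0 + 0.01% Triton X-100; cpd preinc 15 min RT; 40 uM arachidonic acid, 30 min RT; Fe-XO 30 min; A573/A405 ratio as read-out.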
# PNC assembly inh = inhibitors of perinucleolar compartment assembly; PC3M PTB-GFP, PNC prevalence imaging, 16 h; active compounds read low; activity change (PNC), negative = inhibition, % at 10 µM; 140,000 compounds, 3.1% hits; AID 2417;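 active means readout at or below -70, meaning at least 70% loss of cells showing the perinucleolar compartment, a nuclear body marking cancer cells; inconclusive means readout between -30 and a set limit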;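 further: plate controls were DMSO wells for no effect and camptothecin positive control wells for full effect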
#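 Read-out is percentage of cells bearing a perinucleolar compartment, from automated 20x imaging of fixed, Hoechst-stained PC3M PTB-GFP cells. Cells were seeded 4 h, then exposed 16 h to compound (23 nl of library stock) in duplicate plates.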
# IMPase inh = cell-permeable inhibitors of inositol monophosphatase (IMPase); P97697; CHO-M1 cells, IP1 accumulation, HTRF TR-FRET ratio; inhibition (IP1 accumulation), % at 46.1 µM; 120,000 tested, under 10 active; active means well fitted curve in the direction sought with a large enough effect in the signal ratio, not every such curve was filed as active; inconclusive means small, poorly fitted or top-dose-only effect, or a change in a side signal; inactive means no such curve, though single readings can be large or run the other way; the % refers to the signal ratio;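 further: cells stimulated with carbachol in lithium chloride buffer; plate controls were DMSO basal wells for no effect and reference inhibitor wells for full effect; higher means more IMPase inhibition seen as more IP1 and lower FRET ratio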
# Target sequence (P97697 whole entry, looked up): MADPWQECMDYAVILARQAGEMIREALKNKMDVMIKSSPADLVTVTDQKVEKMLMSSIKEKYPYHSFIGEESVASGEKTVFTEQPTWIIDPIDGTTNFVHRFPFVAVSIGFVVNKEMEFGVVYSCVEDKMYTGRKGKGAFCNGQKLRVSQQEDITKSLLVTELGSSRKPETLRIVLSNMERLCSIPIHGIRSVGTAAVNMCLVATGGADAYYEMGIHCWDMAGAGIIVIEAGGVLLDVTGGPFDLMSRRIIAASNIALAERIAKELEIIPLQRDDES
#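 CHO-M1, 2000 cells/well, cultured 16–30 h; cpd up to 46 uM; carbachol (50 uM solution, stimulation buffer w/ 50 mM LiCl, pH 7.4), 30 min 37C; IP-One TR-FRET, 10 min RT; Ex 320/Em 665, 620; Hill-fit AC50.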
# Starred values were filed as active, the others as inactive; ? = inconclusive; . = not tested or not shown; [ ] = dose if it differs, or a comment. Unless noted, the call rests on the fitted dose curve; in most records, active means well fitted curve in the direction sought with a large enough effect; inconclusive means small, poorly fitted or top-dose-only effect, or another doubt; inactive means no such curve, though single readings can be large; an effect the other way counts as inactive or inconclusive. Unless noted, on the % scale 0 is the no-effect control and ±100 the full control effect.
structure | ALOX15B inhib | ALOX12 inhib | PNC assembly inh | IMPase inh
O=C(COc1ccc(Cl)cc1)Nc1ccccc1N1CCOCC1 | -3% | 4% | -24 | 3
CCS(=O)(=O)N1CCN(c2ccccn2)CC1 | -5% | -1% | 13 | 3
COc1ccc(N2C(=O)C3CCCN3C2c2ccccc2F)cc1 (stereo not drawn) | 5% | -5% | 9 | 0
Cc1cccnc1NC(=O)Nc1cccc(C(F)(F)F)c1 | -3% | 2% | ? | -1
Cc1nnc(SCC(=O)Nc2cccc(C(F)(F)F)c2)n1Cc1ccco1 | 14% | -10% | -19 | 9
COc1ccc(C=Nc2cccc3c(=O)[nH][nH]c(=O)c23)c2ccccc12 | -11% | -4% | ? | -5
CCOC(=O)Cc1c(Sc2ccccc2)c2cc(C)ccc2n1C | . | -6% | -14 | -5
CC(=O)NC12CC3CC(CC(CC(=O)O)(C3)C1)C2 | 6% | 4% | 5 | -4
O=C1C2C3c4ccccc4C(c4ccccc43)C2C(=O)N1Cc1cccnc1 (stereo not drawn) | 6% | -6% | 25 | -2
CCCC(=O)Nc1ccc(C(=O)N2CCCC2)cc1 | -6% | 0% | ? | -2
CCC(=O)c1cn(CC(=O)NCc2ccco2)c2ccccc12 | 6% | -1% | 4 | 0
O=S(=O)(Nc1ccc(O)c(Sc2nc3ccccc3s2)c1)c1cccc2ccccc12 | . | -12% | -22 | 5
CC(=O)OC1CC(OC(C)=O)[C@]2(C)C(CC(O)[C@]3(C)C2CC[C@@]2(C)C(c4ccoc4)OC(=O)C4O[C@]432)C1(C)C (stereo partly drawn) | -6% | -1% | . | .
COc1cccc(-c2cc(=O)c3cc(NC(=O)c4ccc(Cl)cc4)ccc3[nH]2)c1 | -13%[0.0915 µM] | 1%[0.00818 µM] | ? | .
CCCCOC(=O)Nc1ccc(N2CCOCC2)cc1 | . | 0% | 15 | .
COc1ccc(C(=O)NNC(=O)c2ccccn2)cc1 | . | 4% | -18 | .
COc1ccc(OCC(=O)N2CCN(C(=O)c3cccc(F)c3)CC2)cc1 | 6% | -1% | -11 | 15
COC(=O)c1cc(C#N)c(SCc2ccccc2)nc1C | -4% | -1% | ? | 3
Cc1ccc2nc(N(CCCN(C)C)C(=O)c3ccc4c(c3)CCCC4)sc2c1 | . | 2% | 16 | 3
COc1cc(NC(=O)CCN2CCN(Cc3ccccc3)CC2)cc(OC)c1 | 39%[activator] | -1% | -24 | 7
COc1ccc(NC(=O)NCCCN2CCCC2=O)c(OC)c1 | 12% | -1% | -24 | -5
CCc1cc2c(nc1CC)CCN(CC/C(C)=N/OC[C@H]1O[C@H](c3ccccc3)C=C[C@@H]1Oc1ccc(OC)cc1)C2 | . | -2% | 17 | .
CN(C)c1ccc(NC(=O)c2ccncc2)c2ccccc12 | 3%[2.29 µM] | 1% | 8 | 3
Cc1cccc(Oc2ccccc2N)c1 | -10% | -4% | 12 | 10
Cc1nnc(SCc2cccc3ccccc23)n(N)c1=O | . | -3% | 14 | 0
CCC(C)n1[nH]c(=O)cc1N (stereo not drawn) | 8% | 0% | ? | 13
O=P(Cc1cccc[n+]1[O-])(c1ccccc1)c1ccccc1 | . | -1% | 2 | .
CCCCNC(=O)CC1SC(=NCC)N(CC)C1=O (stereo not drawn) | 1% | 6% | 4 | -2
CN(C)S(=O)(=O)c1cc(C(=O)NCCCn2ccc3ccccc32)ccc1Cl | 8% | -1% | -3 | 12
COc1cc(C2C(C#N)=C(N)Oc3c2ccc2ccccc32)ccc1OCC(=O)Nc1cccc(C)c1 (stereo not drawn) | . | ? | 16 | .
O=S(=O)(c1ccccc1)N(CC(O)Cn1c2ccccc2c2ccccc21)c1ccccc1 (stereo not drawn) | 3% | -1% | ? | 0
N#CCSc1nc2sc3c(c2c(=O)n1C1CCCCC1)CCCC3 | 3% | -2% | ? | -2
NNC(=O)[C@@H](O)[C@H](O)[C@H](O)CO | -4%[11.4 µM] | -1%[11.4 µM] | . | .
CCOC(=O)C(=O)Nc1ccccc1C(=O)Nc1ccc(OC)cc1 | -3% | -2% | -16 | 3
COC(=O)c1cn(Cc2cccc(C)c2)nn1 | . | -3% | -9 | .
O=C(Nc1ccc(OCC(=O)N2CCOCC2)cc1)c1cncc(Br)c1 | . | 4% | ? | .
Cc1cccc(-n2c(C)nc3sccc3c2=O)c1 | 6% | 2% | 27 | 5
O=C(NCCc1ccccc1)c1cccc([N+](=O)[O-])c1 | . | -2% | ? | .
O=C(c1ccco1)N1CCN(S(=O)(=O)c2cccc(C(F)(F)F)c2)CC1 | -4% | -2% | 27 | 3
O=C(O)c1cccc(NC(=O)C2C3C=CC(C3)C2C(=O)OCC(F)(F)C(F)F)c1 (stereo not drawn) | 0% | -5% | ? | -3
Cc1nnc(N2CCc3ccccc3C2)[nH]c1=O | 3% | -1% | 17 | -4
Cc1ccc2oc3c(c(=O)c2c1)C(c1ccc(F)cc1)N(CCCN1CCOCC1)C3=O (stereo not drawn) | -8% | 5% | -25 | -4
COC(=O)c1cc(OC)c(OC)cc1NC(=O)CN1CCCCC1 | -3% | 1% | 20 | -11
Cn1c(=O)c2c(ncn2CC(=O)N/N=C/C=C/c2ccccc2)n(C)c1=O | . | 6% | ? | 10
COc1ccc(Cl)cc1NC(=O)CSc1nncn1-c1cccnc1 | 5% | -1% | -9 | 10
N#CCC(=O)NCCCc1ccccc1 | . | 2% | 12 | .
Cc1ccc2nc(SCC(=O)NCC3CCCO3)c(C#N)cc2c1 (stereo not drawn) | -7% | -3% | 16 | -6
Cn1nnc(NC(=O)CSc2ncn[nH]2)n1 | -11% | 0% | 29 | ?

# More results follow:
# Assay codes – A = ALOX15B inhib; B = ALOX12 inhib; C = PNC assembly inh; D = IMPase inh
molecule: Cc1ccc2nsnc2c1S(=O)(=O)N(Cc1cc2cccc(C)c2[nH]c1=O)CC1CCCO1 (stereo not drawn)
  A: 7%[2.29 µM] | B: 3% | C: -26 | D: 6

molecule: NC(=O)c1cc2ccccc2oc1=NCc1ccccc1
  A: 3% | B: -7% | C: 40 | D: 8

molecule: COc1ccc(S(=O)(=O)N[C@@H](C)C(=O)OCC(=O)Nc2cc3oc4ccccc4c3cc2OC)cc1
  A: . | B: 3% | C: ? | D: .

molecule: CCOC(=O)Cn1ccc(O)c(Cc2ccc(Cl)cc2Cl)c1=O
  A: -8% | B: -1% | C: ? | D: 1

molecule: Cc1ccc(C)c(C(=O)c2c(C)nc3sccn23)c1
  A: 5% | B: -10% | C: 32 | D: 2

molecule: O=C(Cc1ccc(F)cc1)N(c1ccc(F)cc1)C1C=CS(=O)(=O)C1 (stereo not drawn)
  A: -19% | B: -4% | C: ? | D: 5

molecule: N#Cc1c(N)nc2c(c1-c1cccc(O)c1)CCCCCC2
  A: -3% | B: 2% | C: 26 | D: -6

molecule: Cc1nc2ccccc2n2c(-c3ccccc3)c3c(=O)n(C)c(=O)n(C)c3c12
  A: -16% | B: -7% | C: 5 | D: ?

molecule: CN1CCN(C2CC(=O)N(Cc3ccc(N4CCCC4=O)cc3)C2=O)CC1 (stereo not drawn)
  A: -12% | B: -6% | C: 16 | D: 2

molecule: CN(C)c1nc(SCc2ccccc2Cl)nc2c1CCCC2
  A: 12% | B: 0% | C: -14 | D: 1

molecule: Cc1ccc(O)c(C2=Nc3ccccc3N=C(c3ccco3)C2)c1
  A: 0% | B: -17% | C: -6 | D: 2

molecule: CCN1CCN(c2nc(N)c([N+](=O)[O-])c(Nc3cccc(C)c3)n2)CC1
  A: . | B: -2% | C: ? | D: .

molecule: CCN(C(=O)CSc1ncn[nH]1)c1cccc2ccccc12
  A: -20% | B: -6% | C: -2 | D: -8

molecule: N#CC1=C(SCc2ccccc2)NC(=O)C(C#N)C12CCCC2 (stereo not drawn)
  A: -7% | B: -5% | C: 10 | D: 5

molecule: C#CCn1cc(/C=N/NC(=O)c2cc3ccccc3o2)c2ccccc21
  A: . | B: -2% | C: ? | D: .

molecule: COc1ccc(C(=O)N2CCN(c3ccc([N+](=O)[O-])c(NCCc4ccc(OC)c(OC)c4)c3)CC2)cc1
  A: . | B: 1% | C: ? | D: .

molecule: CN(C)c1ccc(N=Cc2nc(-c3ccccc3)oc2OC(=O)c2cccc(Cl)c2)cc1
  A: . | B: -2% | C: 64 | D: -12

molecule: O=C(CN1C2CCCC1CC(NC(=O)c1ccco1)C2)Nc1ccccc1 (stereo not drawn)
  A: 20% | B: 1% | C: -10 | D: -21

molecule: CCOC(=O)c1cc(-c2ccccc2)sc1NC(=O)C(C)Sc1nnnn1C (stereo not drawn)
  A: 9% | B: -14% | C: 8 | D: 9

molecule: COCCNC(=O)C1CCN(S(=O)(=O)c2ccccc2)CC1
  A: -2% | B: -5% | C: 11 | D: 5

molecule: Cc1c(N=C/C=C2\N(C)c3ccccc3C2(C)C)c(=O)n(-c2ccccc2)n1C
  A: -27% | B: -10% | C: -17 | D: 13

molecule: O=C(C1CSC2(c3ccc(F)cc3)CCC(=O)N12)N1CCCCCC1 (stereo not drawn)
  A: 6% | B: 1% | C: ? | D: 8

molecule: O=C1C(c2[nH]c3ccccc3c2O)=Nc2ccccc21
  A: -9% | B: -5% | C: . | D: .

# Compounds from the list above that contain an aryl methoxy group (14):
# Assay codes – A = ALOX15B inhib; B = ALOX12 inhib; C = PNC assembly inh; D = IMPase inh
molecule: COc1ccc(N2C(=O)C3CCCN3C2c2ccccc2F)cc1 (stereo not drawn)
  A: 5% | B: -5% | C: 9 | D: 0

molecule: COc1ccc(C=Nc2cccc3c(=O)[nH][nH]c(=O)c23)c2ccccc12
  A: -11% | B: -4% | C: ? | D: -5

molecule: COc1cccc(-c2cc(=O)c3cc(NC(=O)c4ccc(Cl)cc4)ccc3[nH]2)c1
  A: -13%[0.0915 µM] | B: 1%[0.00818 µM] | C: ? | D: .

molecule: COc1ccc(C(=O)NNC(=O)c2ccccn2)cc1
  A: . | B: 4% | C: -18 | D: .

molecule: COc1ccc(OCC(=O)N2CCN(C(=O)c3cccc(F)c3)CC2)cc1
  A: 6% | B: -1% | C: -11 | D: 15

molecule: COc1cc(NC(=O)CCN2CCN(Cc3ccccc3)CC2)cc(OC)c1
  A: 39%[activator] | B: -1% | C: -24 | D: 7

molecule: COc1ccc(NC(=O)NCCCN2CCCC2=O)c(OC)c1
  A: 12% | B: -1% | C: -24 | D: -5

molecule: CCc1cc2c(nc1CC)CCN(CC/C(C)=N/OC[C@H]1O[C@H](c3ccccc3)C=C[C@@H]1Oc1ccc(OC)cc1)C2
  A: . | B: -2% | C: 17 | D: .

molecule: COc1cc(C2C(C#N)=C(N)Oc3c2ccc2ccccc32)ccc1OCC(=O)Nc1cccc(C)c1 (stereo not drawn)
  A: . | B: ? | C: 16 | D: .

molecule: CCOC(=O)C(=O)Nc1ccccc1C(=O)Nc1ccc(OC)cc1
  A: -3% | B: -2% | C: -16 | D: 3

molecule: COC(=O)c1cc(OC)c(OC)cc1NC(=O)CN1CCCCC1
  A: -3% | B: 1% | C: 20 | D: -11

molecule: COc1ccc(Cl)cc1NC(=O)CSc1nncn1-c1cccnc1
  A: 5% | B: -1% | C: -9 | D: 10

molecule: COc1ccc(S(=O)(=O)N[C@@H](C)C(=O)OCC(=O)Nc2cc3oc4ccccc4c3cc2OC)cc1
  A: . | B: 3% | C: ? | D: .

molecule: COc1ccc(C(=O)N2CCN(c3ccc([N+](=O)[O-])c(NCCc4ccc(OC)c(OC)c4)c3)CC2)cc1
  A: . | B: 1% | C: ? | D: .

# Compound profiles (already shown). Screens in order: ALOX15B inhib	ALOX12 inhib	PNC assembly inh	IMPase inh
# Profile of CCN(C(=O)CSc1ncn[nH]1)c1cccc2ccccc12 → -20%	-6%	-2	-8
# Profile of O=C1C(c2[nH]c3ccccc3c2O)=Nc2ccccc21 → -9%	-5%	.	.

# Only part of the results is shown (hit frequency here may not be typical).
